# M1 ag parental: counter-screen for M1 agonists: effect in parental CHO-K1 cells. activation, % at 3 µM. AID 602248. 360,000 compounds, 0.48% hits. Fluo-8 calcium fluorescence; scaled to maximal ATP response, vehicle zero; in the data active = activation above about 15%;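 also: untransfected CHO-K1 host cells lacking M1 receptor as counterscreen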
# TAAR1 agonist: human TAAR1 agonism; Q96RJ0; AID 624467; activation, % at 3 µM; 360,000 compounds, 0.99% hits; CHO RD-HGA16 TAAR1, Fluo-8 calcium fluorescence; vehicle wells 0%, saturating PEA agonist 100%;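 active = activation above the mean activation of all test compounds in the run plus 3 SD, cut at about 38% in these data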
#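 Repeats: no replicates (n 1) | Material: CHO-derived RD-HGA16 cells with stable Gα16 and human TAAR1 | Technique: Kinetic Fluo-8 calcium fluorescence | Schedule: 17-24 h seeding, 75 min 37 °C dye, 30 min RT | Evaluation: % activation from peak over basal fluorescence ratio, DMSO-to-PEA scaled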
# TAAR1 antag: human TAAR1 antagonism. Q96RJ0. inhibition, % at 3 µM. 360,000 compounds, 1.5% hits. CHO RD-HGA16 TAAR1, Fluo-8 calcium fluorescence, antagonist. AID 624466;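 active = inhibition above a per-plate cutoff, the mean inhibition of test compounds on that plate plus 3 SD, cut at about 49% in these data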;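 also: 0% = DMSO plus EC80 beta-PEA response and 100% = DMSO alone without agonist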
#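 Test system: CHO RD-HGA16 cells bearing hTAAR1 | Reagent: β-PEA, EC80 | Compound dosing: 3 µM, single point | Schedule: Dye loading 75 min at 37 °C, then 30 min room temperature | Signal: Calcium fluorescence with Fluo-8 | Evaluation: Percent inhibition of PEA-evoked calcium signal, max/basal emission ratio | Control set: DMSO-only wells and EC80 β-PEA-stimulated wells | Repeats: Singlicate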
# CHO parental Ca: counter-screen: ATP calcium response change in parental CHO cells. parental CHO-K1, ATP-induced calcium, Fluo-8 fluorescence. inhibition, % at 5.6 µM. 330,000 compounds, 0.63% hits;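 active = inhibition above that plate's mean sample inhibition plus 3 SD, cut at about 26% in these data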;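 also: 0% = ATP-challenged DMSO wells and 100% = DMSO wells without ATP; some compounds past the cut are filed as inactive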
#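 Material: Parental CHO cells | Reagent: ATP | Compound dosing: Single nominal dose of 5.6 µM per compound | Detection: Intracellular calcium via Fluo-8 no-wash fluorescent dye | Read-out: % inhibition of ATP-induced calcium mobilization | Benchmarks: Low control ATP plus DMSO, high control DMSO only | Replicates: Singlicate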
# M1 ag: human M1 muscarinic receptor agonism | 360,000 compounds, 0.33% hits | activation, % at 3 µM | CHO-K1 hM1, Fluo-8 calcium fluorescence, agonist mode; 0% DMSO, 100% acetylcholine EC100 | P11229;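 active = activation above the run's mean compound activation plus 3 SD, cut at about 16% in these data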;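 also: peak over basal fluorescence ratio within a 140 s kinetic read after compound addition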
# Target sequence (P11229 whole entry, looked up): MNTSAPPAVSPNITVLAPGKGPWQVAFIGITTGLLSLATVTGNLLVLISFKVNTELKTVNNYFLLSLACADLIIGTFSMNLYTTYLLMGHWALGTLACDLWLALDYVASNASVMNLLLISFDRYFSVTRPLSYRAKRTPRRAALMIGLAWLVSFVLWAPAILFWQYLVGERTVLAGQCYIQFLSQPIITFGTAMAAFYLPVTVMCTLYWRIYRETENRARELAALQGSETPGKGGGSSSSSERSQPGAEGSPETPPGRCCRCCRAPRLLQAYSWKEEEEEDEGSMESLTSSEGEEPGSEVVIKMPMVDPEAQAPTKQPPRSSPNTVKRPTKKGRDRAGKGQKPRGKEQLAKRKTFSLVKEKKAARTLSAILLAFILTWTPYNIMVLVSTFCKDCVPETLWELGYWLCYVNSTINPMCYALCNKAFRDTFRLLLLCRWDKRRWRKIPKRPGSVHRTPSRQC
# M1 PAM parental: M1 PAM counterscreen hit in parental CHO-K1 cells | ATP EC20, Fluo-8 calcium fluorescence; 0% at ATP EC20, 100% at ATP max | activation, % at 3 µM | 360,000 compounds, 0.02% hits;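 active = activation above the run cutoff, the mean activation of all test compounds plus 3 SD, cut at about 40% in these data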;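 also: peak over basal fluorescence ratio in a 140 s read after ATP addition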
# V1R ag counter: activates human V1a receptor in oxytocin agonist counter-screen. CHO-V1R cells, Fluo-8 calcium fluorescence, agonist mode; 0% DMSO, 100% 3 nM vasopressin. 320,000 compounds, 0.25% hits. P37288. activation, % at 3 µM;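 active = activation above the mean activation of all tested compounds plus 3 SD, per screening run, cut at about 20% in these data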;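 also: signal is peak over basal fluorescence ratio across a 100 second FLIPR read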
# CHO-K1 Ca antag: M1 antagonist counterscreen hit in parental CHO-K1 cells; ATP-induced calcium, Fluo-8 fluorescence; inhibition, % at 3 µM; 360,000 compounds, 0.6% hits; AID 602250;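 active = inhibition above a per-plate cutoff, the plate's mean sample inhibition plus 3 SD, cut at about 24% in these data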;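 also: 0% = DMSO plus EC80 ATP and 100% = DMSO alone without ATP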
# OXTR potentiator: potentiators of human oxytocin receptor; P30559; CHO-OTR cells, Fluo-8 calcium fluorescence, potentiator mode; 0% = oxytocin EC15, 100% = EC100; activation, % at 3 µM; 320,000 compounds, 0.061% hits; AID 2445;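 active = activation above that plate's cutoff, the mean activation of tested compounds plus 3 SD, cut at about 6.6% in these data, passing the limit was not always enough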;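 also: 100% uses oxytocin at 75 nM as the full agonist control; some results filed as inactive read as strong as hits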
# Target sequence (P30559 whole entry, looked up): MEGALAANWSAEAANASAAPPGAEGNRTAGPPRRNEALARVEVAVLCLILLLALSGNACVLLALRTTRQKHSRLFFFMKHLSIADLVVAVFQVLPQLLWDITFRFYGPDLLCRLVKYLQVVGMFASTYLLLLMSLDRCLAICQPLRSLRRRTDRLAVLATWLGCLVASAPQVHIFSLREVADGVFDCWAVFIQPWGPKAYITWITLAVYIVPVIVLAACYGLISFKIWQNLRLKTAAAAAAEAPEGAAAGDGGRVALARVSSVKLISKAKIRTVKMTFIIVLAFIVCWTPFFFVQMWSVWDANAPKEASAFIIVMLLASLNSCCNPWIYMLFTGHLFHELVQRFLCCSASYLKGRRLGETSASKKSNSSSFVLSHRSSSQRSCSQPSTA
#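 Dosing: Single dose, 3.0 µM nominal final compound concentration | Material: Human OTR in CHO cells | Technique: Kinetic Fluo-8 calcium fluorescence | Benchmarks: EC15 oxytocin alone as 0%, 75 nM oxytocin as 100% | Probe or stimulus: Oxytocin at about EC15, sub-maximal agonist stimulus | Incubation: Compound 6 min at room temperature before oxytocin, 100 s read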
# Active calls of the source: *; / = not tested or not shown.
no.	SMILES	M1 ag parental	TAAR1 agonist	TAAR1 antag	CHO parental Ca	M1 ag	M1 PAM parental	V1R ag counter	CHO-K1 Ca antag	OXTR potentiator
1	CCCc1cc(=O)[nH]c(SCC(=O)Nc2nc3ccc(OCC)cc3s2)n1	0.3	9	-30	-14	0	19	-1.2	-16	-12
2	Cn1nc(-c2ccccc2)c(COC(=O)c2cccc(Cl)c2)c1S(=O)(=O)c1ccccc1	-0.2	6	2	-4	-1	-3	2.4	1	-8
3	O=C(N/C(=C\c1ccc([N+](=O)[O-])cc1)C(=O)N1CCOCC1)c1ccccc1	0.0	6	-8	-19	-2	17	1.2	8	-6
4	CCOC(=O)c1c(NC(C)=O)sc2c1CCCNC2=O	-0.3	9	-2	2	7	-10	0.2	26*	4
5	CCc1cc[n+](-c2nc3ccccc3nc2[N-]S(=O)(=O)c2ccc(Br)s2)cc1	0.1	4	-14	-17	-3	0	1.9	10	1
6	COc1ccc(NC(=O)C2CCN(S(C)(=O)=O)CC2)cc1Cl	0.7	8	-14	-10	-2	1	-0.6	-14	-4
7	COc1ccc(/C=C(\C#N)c2cc(OC)c(OC)cc2[N+](=O)[O-])cc1	0.6	0	-5	-16	-1	17	1.0	-5	0
8	CC(C)CC(=O)Nc1ncc([N+](=O)[O-])s1	1.0	2	-18	-4	-2	-23	2.6	9	0
9	O=C(c1ccc2c3c(cccc13)CC2)C1CCCN(Cc2cccnc2)C1 (configuration not stated)	2.0	2	-18	-18	-6	14	0.1	-15	0
10	CC(C)CNC(=O)c1cccc(NC(=O)c2ccccc2-c2ccccc2C(=O)O)c1	0.4	1	-11	-5	-3	0	1.7	0	-3
11	O=C1Cc2cc([N+](=O)[O-])ccc2N1c1c(Cl)cccc1Cl	0.0	3	-11	-2	-1	12	1.1	-6	3
12	CCC1SC(N)=NC1=O (configuration not stated)	0.3	3	-10	7	11	9	0.4	-1	-5
13	CCNc1oc(-c2cccc3ccccc23)nc1C#N	-0.1	3	-7	20	-2	8	-1.2	11	-9
14	Cc1onc(-c2ccccc2Cl)c1C(=O)NCc1nc(-c2ccc(C(F)(F)F)cc2)no1	1.6	0	9	-25	-3	5	0.4	-4	-9
15	O=C(Nc1ccc(NC(=O)c2ccco2)cc1)c1ccco1	0.9	2	-14	-1	-1	3	-0.7	-8	-5
16	Cc1cccc(NC(=O)c2cnc3scc(C)n3c2=O)c1	-0.1	1	-2	-17	-3	10	0.2	0	-10
17	O=C1c2ccccc2C(=O)N1OCCOCCOCCBr	-0.2	3	1	-3	-3	10	1.1	-20	-2
18	CCn1c(C(O)c2cc(OC)c(OC)c(OC)c2)nc2ccccc21 (configuration not stated)	1.5	5	6	-12	2	0	0.7	-7	-3
19	CC(NC(=O)c1ccc(S(=O)(=O)NCc2ccco2)cc1)c1ccc(F)cc1 (configuration not stated)	2.2	17	0	-6	-3	26	3.3	-31	1
20	FC(F)(F)c1ccc(C2[C@H]3CN(Cc4ccc(-c5ccccc5)cc4)[C@H](c4ccccc4)C34CC2(c2cccnc2)C4)cc1 (some centres not stated)	/	8	-1	-23	/	/	0.5	/	-8
21	Cc1ccc(Nc2ccccc2N)cc1	0.4	3	-2	-19	-6	-26	-0.5	-10	-14
22	COc1ccccc1-c1nnc2sc(-c3cc4ccccc4o3)nn12	0.7	0	-15	1	-2	15	0.3	-18	-14
23	CCN(C(=O)C1CCCN(c2ncnc3c2nc2n3CCCCC2)C1)c1cccc(Cl)c1 (configuration not stated)	7.3	6	19	-14	-1	12	2.6	-9	-11
24	O=C(Nc1cc2ccccc2oc1=O)C1CCCCC1	-0.1	-1	0	-4	0	-12	0.5	9	-2
25	CCCCOc1ccc(-c2nnn(CC(=O)NCc3ccco3)n2)cc1	0.1	4	-8	-2	0	2	1.3	-8	0
26	O=C(NC(c1ccccc1)c1cnccn1)C1CCN(CCCOc2ccccc2)CC1 (configuration not stated)	0.0	2	-25	/	-9	-12	/	0	/
27	Cn1c(C(=O)N[C@@H](Cc2ccccc2)C(=O)O)cc2cc(Cl)ccc21	0.1	7	-17	-8	-6	22	0.8	-12	-2
28	CCOc1ccc(S(=O)(=O)Nc2ccc(O)c(Sc3ncn[nH]3)c2)cc1	0.0	9	-14	-7	-3	1	0.2	4	-3
29	CCOC(=O)C(NC(=O)c1ccc(OC)cc1)(OCC1(CC)COC1)C(F)(F)F (configuration not stated)	-0.1	-3	9	-4	-3	8	-0.1	-11	-14
30	O=C(Nc1nc(COc2ccccc2)cs1)C12CC3CC(CC(C3)C1)C2	-0.4	3	7	-19	-7	15	0.6	-8	-4

# Three of the entries above in order of the OXTR potentiator value, smallest number first.
item	mol	TAAR1 antag	OXTR potentiator
16	Cc1cccc(NC(=O)c2cnc3scc(C)n3c2=O)c1	-2	-10
12	CCC1SC(N)=NC1=O (configuration not stated)	-10	-5
4	CCOC(=O)c1c(NC(C)=O)sc2c1CCCNC2=O	-2	4

# Further compounds:
no.	SMILES	M1 ag parental	TAAR1 agonist	TAAR1 antag	CHO parental Ca	M1 ag	M1 PAM parental	V1R ag counter	CHO-K1 Ca antag	OXTR potentiator
31	CCOC(=O)Cn1c2[n+](c3ccccc31)CC(O)CS2 (configuration not stated)	0.2	3	-11	0	-2	3	0.3	-14	0
32	CCOC(=O)c1c(NC(=O)COC(=O)c2nc(Cl)ccc2Cl)sc(C(=O)NC)c1C	1.0	10	38	-26	-1	-19	-0.8	18	-9
33	N#CCCN(C(=O)COC(=O)CNC(=O)c1ccc(-c2ccccc2)cc1)c1ccc(F)cc1	2.6	0	11	-11	-4	-2	5.3	-3	-16
34	CC(C)c1cccc(C(C)C)c1NC(=O)COc1nncc2ccccc12	0.9	7	1	-15	-6	9	-0.7	-5	-14
35	CCCN(CC(=O)Nc1cc(Cl)ccc1Cl)C(=O)c1ccccc1SCC(=O)N1CCCC1	-0.5	-1	-12	-30	-4	8	-2.0	-2	-14
36	CCOc1ccc(C(=O)CCC(=O)N(CC)CC(=O)NCc2cccs2)cc1	-0.3	-1	-20	-18	-3	-10	-1.5	-5	-7
37	CCC(=O)Nc1ccc(NC(=O)CSc2nnc(C(C)C)n2C)cc1	0.6	8	11	-6	2	18	-0.3	-11	-11
38	CCOc1ccc(C(C)=O)cc1Cc1c(O)nc(N)[nH]c1=O	/	10	-1	-5	/	/	1.0	/	-6
39	Cc1c(OC(=O)c2ccc([N+](=O)[O-])cc2)c2c(c[n+]1C)COC(C)(C)OC2	-0.2	/	/	2	-1	6	1.6	5	-8
40	COc1ccc(N2CCN(C(=O)c3cc(=O)c4cc(C)ccc4o3)CC2)cc1	2.1	-1	-7	-13	-3	15	2.4	-18	0
41	Cc1cc(NCc2ccccn2)n2ncc(-c3ccc(Cl)cc3)c2n1	-0.1	4	-24	-29	-5	1	0.5	-2	-3
42	O=S1(=O)N=C(N(CCO)/N=C/c2ccccc2)c2ccccc21	3.4	9	-3	/	-7	14	/	0	/
43	Cc1c(C(=O)N2CCN(c3ccccc3)CC2)oc2c(F)cccc12	-0.3	-2	-14	-10	-2	-16	-1.5	-3	-1
44	O=C(O)c1cc(-c2ccc(Cl)cc2)n(-c2ccc(Cl)cc2)n1	0.1	-1	14	1	-5	17	0.0	-9	-7
45	CCC(c1nnnn1-c1ccc2c(c1)OCCO2)N1CCN(CCN2CCOCC2)CC1 (configuration not stated)	-0.2	0	-3	/	/	-7	/	-6	/
46	Cc1noc(NS(=O)(=O)c2ccc(NC(=O)CSc3nc4ccccc4s3)cc2)c1C	0.6	5	0	-2	-6	18	-0.4	-7	-6
47	Cc1nc2ccccc2n1CC(O)COC1CCCCC1 (configuration not stated)	4.4	/	/	0	-5	-2	4.3	10	-9
48	COc1ccc(-c2cc(C(=O)OCC(=O)N3CCCCC3)c3ccccc3n2)cc1OC	3.0	9	71*	-26	-4	2	-0.3	-10	0
49	Cc1ccc(C)c(NC(=O)c2ccc(S(=O)(=O)N(C)CC3CCCO3)cc2)c1 (configuration not stated)	2.5	3	0	9	-2	6	2.1	1	-5
50	CCc1nnc(NS(=O)(=O)c2ccc(NC(=S)NC(=O)c3ccc(Br)cc3)cc2)s1	0.4	0	4	-10	-2	21	1.2	-2	-9
51	CCNC(=S)N(Cc1cc2cc(C)cc(C)c2[nH]c1=O)C1CCCC1	-0.1	-2	0	-22	-12	14	-0.2	-10	6
52	COc1ccc(NC2=C(C(C)=O)C(c3ccc(OC)c(OC)c3)C(C(C)=O)C(C)(O)C2)cc1 (configuration not stated)	0.3	6	5	-6	-2	3	0.2	-13	2
53	CC(=O)Nc1ccc(Nc2nc(-c3cc4ccccc4oc3=O)cs2)cc1	4.4	11	55*	/	2	7	/	15	/
54	O=C(Cc1ccccc1Cl)c1ccccc1	-0.3	-3	-11	/	2	-9	/	-11	/
55	Cc1[nH]c(C)c(S(=O)(=O)N(C)Cc2ccccc2)c1C(=O)N1CCCCC1	0.0	3	-7	-10	-2	25	0.8	-10	-5
56	Oc1c(Br)cc(CNC2CCCCC2)cc1Br	0.6	2	-17	/	-3	10	/	-11	/
57	O=C(Nc1ccccc1N1CCOCC1)c1cc(-c2ccncc2)nc2ccccc12	6.6	16	63*	-19	-2	-8	-0.5	9	1
58	CCOc1cc(NC(=S)NCC(C)C)c(OCC)cc1NC(=O)c1cccs1	0.1	4	-14	-20	-3	16	0.1	-4	3
59	COCCn1c(SCC(=O)c2cc(C)n(C)c2C)nc2ccccc2c1=O	1.9	1	-13	-20	-7	14	-1.4	-11	-6
60	CCOc1ccc(NC(=O)CCNC(=O)c2ccc(Br)cc2)cc1	0.5	12	-17	-10	-1	21	-0.8	-17	0
61	O=C(COc1ccc(Cl)cc1Cl)NC(=O)N1CCCCC1	0.8	2	-20	-9	-2	14	-0.2	-24	-4
62	C=CCC[C@H](Cc1ccc(F)cc1)C(=O)OC[C@H]1CCCN1C(=O)[C@@H](CC=C)CC(=O)NCCO	3.4	2	-3	-24	-1	4	0.6	-16	-5
63	O=C(N[C@@H](Cc1ccccc1)C(=O)OCc1ccccc1)c1nc[nH]c1C(=O)NC(c1ccccc1)c1ccccc1	0.2	5	9	-5	-3	-16	1.5	-9	-13
64	C=CCOc1c(Br)cc(/C=C2/C(=O)ON=C2C)cc1OC	-0.5	0	-6	0	-2	-9	0.0	-20	-3
